High-throughput results (PubChem)
Wnt act = Wnt/beta-catenin pathway activators, primary screen, cell-based, plate reader, single point. Wnt/beta-catenin reporter cell assay, activator. activation, % at 9.35 µM. hit rate 1.2% among 300,000. AID 743398, 2014; in the data active means activation above about 30%, passing the limit was not always enough;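 further: 0% = neutral control wells and 100% = positive control wells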
CAL PDZ inh = CAL PDZ peptide-binding inhibitors, primary screen, biochemical, fluorescence polarization, Cer-tagged CAL PDZ, HTS; hit rate 0.02% among 330,000; inhibition, % at 20 µM; AID 504414, 2011; Golgi-associated PDZ and coiled-coil motif-containing protein (Homo sapiens), Q9HD26; purified CAL PDZ, TMR-peptide fluorescence polarization, 1 h;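 active means highest replicate inhibition of at least 40%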;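 further: plate controls were DMSO neutral control wells for no effect and unlabeled competitor peptide control wells for full effect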
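material = purified tagged CAL PDZ domain construct (CerCALP) | buffer or medium = sodium phosphate/NaCl buffer pH 7.4 with TCEP, IgG, Thesit | reagent = TMR-labelled reporter peptide T*-PRC34 bound in PDZ groove | incubation = 1 h room-temperature incubation prior to read | measured by = fluorescence polarization (mP) | evaluation = percent inhibition from loss of millipolarization | control set = unlabelled peptide and DMSO controls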
PfHsp90 set2 = growth inhibition of PfHsp90-expressing yeast, primary screen, antimalarial PfHsp90 inhibitor project, S. cerevisiae, BacTiter-Glo luminescence, single point, set 2 | BacTiter-Glo ATP, 48 h; yeast lacking PDR1 and PDR3 efflux regulators | inhibition, % at 9.4 µM | hit rate 0.32% among 310,000 | AID 504621, 2011;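 active means every replicate shows inhibition above about 80%, whatever the replicate mean, limit read from the data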;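 further: 0% = DMSO neutral controls and 100% = 20 µM radicicol positive controls; yeast relying on Plasmodium falciparum Hsp90 in place of its own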
Rtt109 HAT inh = inhibitors of C. albicans Rtt109/Vps75 HAT, primary screen, biochemical, ThioGlo CoA-SH fluorescence, plate reader; Histone acetyltransferase RTT109 (Candida albicans (strain SC5314 / ATCC MYA-2876)), …; purified Rtt109/Vps75, 4 h; inhibition, % at 34.9 µM; hit rate 0.16% among 330,000; AID 540336, 2011;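 active means inhibition of at least 50% in every replicate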
Target sequence (Q5AAJ8 whole entry, looked up): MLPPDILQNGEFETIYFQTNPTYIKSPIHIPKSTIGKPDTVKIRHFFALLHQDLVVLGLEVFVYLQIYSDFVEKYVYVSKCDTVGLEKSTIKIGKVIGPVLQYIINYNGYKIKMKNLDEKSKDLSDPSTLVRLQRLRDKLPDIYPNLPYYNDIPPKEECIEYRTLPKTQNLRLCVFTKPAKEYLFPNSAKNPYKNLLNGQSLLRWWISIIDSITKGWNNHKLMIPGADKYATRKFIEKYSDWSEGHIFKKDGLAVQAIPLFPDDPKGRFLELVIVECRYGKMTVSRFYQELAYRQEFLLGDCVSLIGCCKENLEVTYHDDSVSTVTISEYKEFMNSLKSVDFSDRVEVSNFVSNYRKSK
AddAB inh = growth inhibition of E. coli expressing H. pylori AddAB, primary screen, AddAB inhibitor project, absorbance; inhibition, % at 11.9 µM; hit rate 0.29% among 330,000; in the data active means inhibition above about 12%;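 further: 0% = vehicle wells of infected cells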
phage Ecoli inh = growth loss of phage-infected E. coli, primary screen, RecBCD inhibitor project, absorbance, with phage, HTS. inhibition, % at 11.9 µM. hit rate 0.26% among 360,000; in the data active means inhibition above about 11%
PvdQ inh = P. aeruginosa PvdQ acylase inhibitors, primary screen, biochemical, fluorescence, plate reader and imaging, single point; PvdQ acylase [Pseudomonas aeruginosa LESB58]; purified PvdQ acylase; inhibition, % at 10 µM; hit rate 0.063% among 340,000; AID 488965, 2010; in the data active means inhibition above about 30%, passing the limit was not always enough;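 further: 0% = vehicle neutral wells and 100% = reference inhibitor wells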
Ecoli viability = E. coli V3065 growth inhibition, primary screen, counter-screen for AddAB inhibitor project, absorbance, OD600. 18 h. inhibition, % at 11.9 µM. hit rate 0.27% among 330,000. AID 449728, 2010;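 active means inhibition above the campaign's mean inhibition across all tested compounds plus 3 SD, cut at about 9.9% in these data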;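 further: uninfected addAB+ strain grown without phage in ampicillin broth; 0% = DMSO wells and 100% = ciprofloxacin 0.95 µg/ml wells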
Tat transport = E. coli Tat export inhibitors, primary screen, MC4100, TorA-mCherry reporter, fluorescence, single point; inhibition, % at 10 µM; hit rate 0.036% among 340,000; AID 488895, 2010;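 active means mean replicate inhibition at least 50% and at least half of replicates individually reaching 50%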;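 further: exported cargo escapes ClpAP degradation while cytoplasmic cargo is degraded and loses fluorescence; 0% = median of neutral control wells and 100% = median of NaSCN control wells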
DAGLB inhibitor = DAGLB lipase inhibitors, primary screen, biochemical, fluorescence, HTS | Diacylglycerol lipase-beta (Homo sapiens), Q8NCG7 | HEK293T DAGLB membrane lysate, EnzChek fluorogenic substrate | inhibition, % at 5.17 µM | hit rate 0.059% among 340,000; in the data active means inhibition above about 34%;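 further: 0% = enzyme with vehicle and 100% = wells lacking enzyme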
Target sequence (Q8NCG7 whole entry, looked up): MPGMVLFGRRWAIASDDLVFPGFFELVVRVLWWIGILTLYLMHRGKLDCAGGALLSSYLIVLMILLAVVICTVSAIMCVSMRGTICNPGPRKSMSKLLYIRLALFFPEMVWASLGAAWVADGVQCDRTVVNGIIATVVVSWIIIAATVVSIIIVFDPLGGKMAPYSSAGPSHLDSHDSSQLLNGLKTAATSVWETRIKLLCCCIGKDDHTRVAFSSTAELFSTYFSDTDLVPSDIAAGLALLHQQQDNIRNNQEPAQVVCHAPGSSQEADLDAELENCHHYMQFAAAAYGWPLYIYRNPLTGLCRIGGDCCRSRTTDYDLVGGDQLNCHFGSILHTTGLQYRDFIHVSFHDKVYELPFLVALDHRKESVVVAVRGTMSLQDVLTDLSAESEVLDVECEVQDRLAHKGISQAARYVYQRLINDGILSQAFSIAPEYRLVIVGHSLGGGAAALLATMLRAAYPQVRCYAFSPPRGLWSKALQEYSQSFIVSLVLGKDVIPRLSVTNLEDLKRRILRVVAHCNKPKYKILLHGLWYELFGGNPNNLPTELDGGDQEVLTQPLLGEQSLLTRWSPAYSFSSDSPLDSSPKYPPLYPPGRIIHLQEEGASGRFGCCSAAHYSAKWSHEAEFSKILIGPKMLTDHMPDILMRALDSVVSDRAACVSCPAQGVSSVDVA
The depositor's hits bear a star; · = not tested or not shown.

SMILES	Wnt act	CAL PDZ inh	PfHsp90 set2	Rtt109 HAT inh	AddAB inh	phage Ecoli inh	PvdQ inh	Ecoli viability	Tat transport	DAGLB inhibitor
Cc1ccc(OCC(=O)Nc2ccc(O)c(C(=O)O)c2)cc1C	-3	-2.1	-14	-2	-0.9	0.3	-3	0.2	4	5
Cc1ccc(NCC(=O)Nc2ccc(Br)cc2)cc1F	2	-2.2	2	7	5.2	-2.1	-9	1.9	-3	3
COc1ccc(C2CC3(CC(C)(C)NC(SC)=N3)Oc3cc(O)cc(C)c32)cc1 (stereo not given)	-1	-4.0	-13	8	3.2	0.8	-6	-1.0	3	2
Cc1ccc(NC(=O)c2c(C)nc(Nc3nc4ccccc4o3)nc2C)cc1	-1	-1.8	13	14	0.6	1.6	-7	-1.3	-6	-2
COc1ccc(C2CC(C(C)(C)C)=NN2c2ccc(S(N)(=O)=O)cc2)cc1 (stereo not given)	-1	1.4	-9	3	0.9	1.3	-2	-1.2	11	-1
COC(=O)C1=C(C)N(Cc2ccco2)C(=O)/C1=C\c1ccc(N(C)C)cc1	·	-1.1	-3	8	0.1	0.2	-12	0.9	-1	6
CC(Oc1ccc(Cl)cc1Cl)C(=O)Nc1ccc(O)cc1 (stereo not given)	-1	-0.3	4	5	0.9	4.2	-7	-0.1	0	-3
CCOC(=O)c1sc2nc(SCC(=O)NCc3ccco3)n(Cc3ccccc3)c(=O)c2c1C	1	-1.4	-70	-5	6.8	2.4	-7	1.4	-1	-1
Cn1nccc1C(=O)Nc1cc(Cl)ccc1Cl	9	·	·	·	-0.1	2.3	·	0.6	·	·
Cc1c(C(=O)/C=C/N(C)C)nnn1-c1ccc(F)c(Cl)c1	22	·	·	·	1.8	1.1	·	0.2	·	·
Cc1cc(-c2ccccc2)nc(N2CCC(C(=O)NC34CC5CC(CC(C5)C3)C4)CC2)n1	·	0.1	15	-5	-0.5	1.6	-9	-0.6	-6	-2
O=C(O)c1ccccc1C(=O)N(c1ccccc1)c1ccccc1	2	0.5	4	7	1.0	1.2	11	1.4	5	-1
COC(=O)[C@@H](NC(=O)NCCC1=CCCCC1)C(C)C	65*	-0.5	1	0	1.6	0.1	-13	2.3	0	2
CC(CNC(=O)c1ccc(Br)o1)NC(=O)c1ccc(Br)o1 (stereo not given)	·	-2.0	-7	-18	0.8	1.6	-6	4.7	0	-1
Cc1ccc(NC(=O)COC(=O)Cc2cccs2)c(Br)c1	-2	-2.5	6	6	0.9	-1.5	-16	0.1	-7	-17
CCOc1ccccc1NC(=O)NCCC1=CCCCC1	11	-2.1	-8	·	-1.7	5.1	12	-2.5	-2	-5
CCCC(=O)NC1=C(Cl)C(=O)c2ccccc2C1=O	4	5.9	146*	2	·	-0.3	-12	·	-16	0
COc1ccccc1-c1ccc(NC2CCCCC2)nn1	·	-0.9	4	10	2.4	2.0	10	0.8	-8	-2
Cn1c(SCC(=O)Nc2ccccc2O)nnc1-c1ccco1	1	-1.1	7	-16	0.7	0.4	-15	-1.1	-6	-1
Cc1cc(SCC(=O)NCC2CCCO2)nc2ccccc12 (stereo not given)	2	-0.6	-5	-1	0.7	2.6	-8	-3.2	-5	-1
COc1ccc2[nH]c(=O)c(COC(=O)c3cccs3)cc2c1	·	-3.1	-8	1	1.6	3.1	0	-0.5	-5	-3
Cc1ccc(OCCCN2C(=O)C(=O)c3cccc(C)c32)cc1	·	-0.9	21	-3	-0.2	-1.0	-10	0.4	-1	3
CCOC(=O)C1(CCc2ccccc2)CCN(C(=O)CN2C(=O)CSC2=O)CC1	-3	0.4	0	4	-2.1	2.9	1	1.6	-5	-1
O=C(O)c1ccccc1N=Cc1c(O)n(-c2nccs2)c(=O)c2ccccc12	17	-1.0	-6	-4	-0.7	-0.7	0	0.8	-4	3
CSc1ccc(S(=O)(=O)NCc2ccccc2)cc1	-11	0.7	-5	6	2.8	1.9	-12	1.0	-8	0

Some of these compounds in order of their number in phage Ecoli inh, lowest first.
| compound | phage Ecoli inh |
| --- | --- |
| COc1ccccc1-c1ccc(NC2CCCCC2)nn1 | 2.0 |
| COc1ccc2[nH]c(=O)c(COC(=O)c3cccs3)cc2c1 | 3.1 |
| CCOc1ccccc1NC(=O)NCCC1=CCCCC1 | 5.1 |

The list continues.
SMILES	Wnt act	CAL PDZ inh	PfHsp90 set2	Rtt109 HAT inh	AddAB inh	phage Ecoli inh	PvdQ inh	Ecoli viability	Tat transport	DAGLB inhibitor
Cc1ccc(C(=O)N(C)CC(=O)Nc2cccc(C)c2C)o1	-1	-3.1	11	·	-1.9	-0.6	-3	-1.1	-2	-2
Cc1ccc(C(=O)N/N=C\c2ccc(OC(=O)c3cccc(F)c3)cc2)cn1	0	-0.5	8	-2	2.0	-1.6	-9	-3.1	1	0
Cc1ccccc1C(=O)N1CCN(c2ccc(N3CCOCC3)nn2)CC1	-2	0.1	-1	-49	0.2	2.2	5	0.4	-7	0
COc1ccccc1C(=O)N1CCN(Cc2nc3cc([N+](=O)[O-])ccc3n2C)CC1	-4	-2.3	-25	-19	3.4	1.2	-13	4.0	1	1
Clc1cccc(Cl)c1OCCCCN1CCCCC1	1	0.7	-12	-5	-1.1	2.2	-19	-0.7	-7	1
CN1CCc2c(sc3c2C(=O)NC(c2cccs2)N3)C1 (stereo not given)	15	-3.0	-24	-4	0.4	0.8	7	-2.0	-3	-6
COc1ccccc1-c1nnc(SCC(=O)Nc2ccc(S(N)(=O)=O)cc2)n1N	-2	-1.2	-21	-9	2.5	3.1	-13	1.4	-1	0
CCCn1c(CNS(=O)(=O)c2ccc(C)cc2)nc2ccccc21	-1	0.1	-29	-5	1.0	-0.7	4	-0.1	0	2
S=c1[nH]nc(CCc2nc3ccccc3[nH]2)n1-c1ccccc1	1	-0.3	-5	1	5.0	1.9	-15	2.0	-10	0
CC1(C)Cc2cccc(OCC(=O)N3CCN(c4ccccc4Cl)CC3)c2O1	-1	-2.5	-4	7	4.7	1.4	3	-0.7	8	-12
Cc1ccc2nc(SCC(=O)NCc3ccco3)nc(=O)n2c1	-2	-2.2	·	1	0.4	-0.2	10	2.0	-1	1
COc1cccc(NC(=O)COC(=O)c2cc(=O)c3ccccc3o2)c1	0	-1.0	7	4	1.2	0.9	8	2.3	-7	-2
COc1ccc(Cn2c(-c3ccco3)nc3oc4cc(OC)ccc4c(=O)c3c2=O)cc1	24	-2.4	-18	2	-1.8	1.7	-5	-2.8	6	0
O=c1[nH]ncc2c3ccccc3n(Cc3ccccc3)c12	·	-2.0	5	-3	2.9	1.7	-14	0.7	-4	-1
O=C(Nc1ccc(-c2nc3ccccc3[nH]2)cc1)c1c(F)c(F)c(F)c(F)c1F	-1	-0.8	-12	7	5.5	7.2	1	1.7	2	-7
CCCn1nc(C(=O)N2CCCc3ccccc32)c2ccccc2c1=O	-3	-1.0	-18	-3	0.9	1.9	-5	-0.8	-4	0
O=C(Nc1ccc(N2CCN(C(=O)c3ccco3)CC2)cc1)c1ccco1	2	-0.8	-3	6	1.5	1.5	-10	0.5	-3	-1
N#Cc1ccccc1-c1ccccc1C(=O)N1CCCCC1	0	1.4	2	-6	-0.7	-1.5	-14	3.5	-1	-4
CCn1c(O)c(/C=C2\C=Nc3ccccc32)sc1=O	39*	-1.3	3	3	2.3	4.2	-10	-1.8	-4	-9
COC(=O)N/N=C(C)/C=C/c1ccccc1	·	-1.7	·	-4	1.4	-1.4	-1	-3.9	8	1
CCOc1nnnc2c1sc1nc(N3CCOCC3)c3c(c12)CCCC3	·	0.2	-3	3	-3.6	·	-16	2.9	4	-2

Compounds listed so far containing sulfur:
SMILES	Wnt act	CAL PDZ inh	PfHsp90 set2	Rtt109 HAT inh	AddAB inh	phage Ecoli inh	PvdQ inh	Ecoli viability	Tat transport	DAGLB inhibitor
COc1ccc(C2CC3(CC(C)(C)NC(SC)=N3)Oc3cc(O)cc(C)c32)cc1 (stereo not given)	-1	-4.0	-13	8	3.2	0.8	-6	-1.0	3	2
COc1ccc(C2CC(C(C)(C)C)=NN2c2ccc(S(N)(=O)=O)cc2)cc1 (stereo not given)	-1	1.4	-9	3	0.9	1.3	-2	-1.2	11	-1
CCOC(=O)c1sc2nc(SCC(=O)NCc3ccco3)n(Cc3ccccc3)c(=O)c2c1C	1	-1.4	-70	-5	6.8	2.4	-7	1.4	-1	-1
Cc1ccc(NC(=O)COC(=O)Cc2cccs2)c(Br)c1	-2	-2.5	6	6	0.9	-1.5	-16	0.1	-7	-17
Cn1c(SCC(=O)Nc2ccccc2O)nnc1-c1ccco1	1	-1.1	7	-16	0.7	0.4	-15	-1.1	-6	-1
Cc1cc(SCC(=O)NCC2CCCO2)nc2ccccc12 (stereo not given)	2	-0.6	-5	-1	0.7	2.6	-8	-3.2	-5	-1
COc1ccc2[nH]c(=O)c(COC(=O)c3cccs3)cc2c1	·	-3.1	-8	1	1.6	3.1	0	-0.5	-5	-3
CCOC(=O)C1(CCc2ccccc2)CCN(C(=O)CN2C(=O)CSC2=O)CC1	-3	0.4	0	4	-2.1	2.9	1	1.6	-5	-1
O=C(O)c1ccccc1N=Cc1c(O)n(-c2nccs2)c(=O)c2ccccc12	17	-1.0	-6	-4	-0.7	-0.7	0	0.8	-4	3
CSc1ccc(S(=O)(=O)NCc2ccccc2)cc1	-11	0.7	-5	6	2.8	1.9	-12	1.0	-8	0
CN1CCc2c(sc3c2C(=O)NC(c2cccs2)N3)C1 (stereo not given)	15	-3.0	-24	-4	0.4	0.8	7	-2.0	-3	-6
COc1ccccc1-c1nnc(SCC(=O)Nc2ccc(S(N)(=O)=O)cc2)n1N	-2	-1.2	-21	-9	2.5	3.1	-13	1.4	-1	0
CCCn1c(CNS(=O)(=O)c2ccc(C)cc2)nc2ccccc21	-1	0.1	-29	-5	1.0	-0.7	4	-0.1	0	2
S=c1[nH]nc(CCc2nc3ccccc3[nH]2)n1-c1ccccc1	1	-0.3	-5	1	5.0	1.9	-15	2.0	-10	0
Cc1ccc2nc(SCC(=O)NCc3ccco3)nc(=O)n2c1	-2	-2.2	·	1	0.4	-0.2	10	2.0	-1	1
CCn1c(O)c(/C=C2\C=Nc3ccccc32)sc1=O	39*	-1.3	3	3	2.3	4.2	-10	-1.8	-4	-9
CCOc1nnnc2c1sc1nc(N3CCOCC3)c3c(c12)CCCC3	·	0.2	-3	3	-3.6	·	-16	2.9	4	-2
